# PPARg SRC-3 ag – agonists of human PPARgamma SRC-3 coactivator recruitment. P37231. biochemical PPARgamma/SRC-3 coactivator recruitment assay. activation, % at 8 µM. 200,000 compounds, 0.26% hits. AID 731; in the data active = activation above about 23%;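 note: 0% = DMSO and 100% = reference agonist; some compounds past the cut are filed as inactive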
# Target sequence (P37231 whole entry, looked up): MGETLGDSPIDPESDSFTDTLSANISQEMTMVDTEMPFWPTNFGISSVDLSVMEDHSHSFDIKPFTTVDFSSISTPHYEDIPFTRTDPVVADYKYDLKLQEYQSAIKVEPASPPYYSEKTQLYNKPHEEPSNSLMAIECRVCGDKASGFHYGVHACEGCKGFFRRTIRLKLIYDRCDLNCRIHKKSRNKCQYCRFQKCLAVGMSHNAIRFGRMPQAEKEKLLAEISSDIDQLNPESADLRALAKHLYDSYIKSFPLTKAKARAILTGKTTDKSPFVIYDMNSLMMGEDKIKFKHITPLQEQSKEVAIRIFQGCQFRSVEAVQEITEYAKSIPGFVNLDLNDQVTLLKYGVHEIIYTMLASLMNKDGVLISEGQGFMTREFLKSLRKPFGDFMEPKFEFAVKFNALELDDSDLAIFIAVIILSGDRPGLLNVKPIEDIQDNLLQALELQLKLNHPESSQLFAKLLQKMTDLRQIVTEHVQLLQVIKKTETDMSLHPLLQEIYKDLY
# RAM inhibit – inhibitors of the yeast RAM network. S. cerevisiae dse1pr::URA3 reporter, 5-FOA growth OD615, 2 d; analog-sensitive cbk1-as2 kinase mutant strain. inhibition, % at 50 µM. 190,000 compounds, 1.8% hits. AID 868;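 active = inhibition above a set limit, 3 SD over mean compound inhibition, cut at about 8.4% in these data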;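 note: 0% = DMSO-only wells with no growth and 100% = 10 µM 1-NA-PP1 full growth; inhibition rescues growth on 5-FOA so higher OD means more RAM inhibition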
# bIAP inhibitor – blocks bovine intestinal alkaline phosphatase activity; purified bovine IAP, CDP-star luminescence, 30 min; inhibition, % at 20 µM; 190,000 tested, under 10 active;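 active = over 50% inhibition of intestinal alkaline phosphatase at 20 µM in the single-dose screen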
#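 System: Purified bovine intestinal alkaline phosphatase (IAP) enzyme | Input: IAP diluted 1/65,000,000 in the well | Also added: CDP-star chemiluminescent phosphatase substrate, 30 µM final | Dosing: 20 µM single dose | Times: Enzyme reaction for 30 min at room temperature | Detection: Luminescence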
# ROMK primary – human ROMK K+ channel modulation, primary screen; B-score at 10 µM; 130,000 compounds, 2% hits; Tet-inducible ROMK, thallium flux fluorescence; actives lie on both sides;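 active = signal ratio slope over the read window, or its plate-corrected B-score, at least 3 SD from the plate mean, either direction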;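 note: B-score of the F/F0 ratio slope over 7 to 12 s after thallium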
# PPARg SRC2 recr – promotes SRC-2 coactivator recruitment by human PPARgamma; 200,000 compounds, 0.34% hits; PPARgamma LBD-SRC-2 recruitment, biochemical; activation, % at 8 µM; P37231; AID 1032; in the data active = activation above about 22%;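 note: 0% = vehicle and 100% = reference agonist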
# S1P3 antagonist – S1P3 (human) receptor antagonism | 170,000 compounds, 0.27% hits | CHO S1P3 NFAT-BLA reporter, FRET fluorescence, antagonist mode | Q99500 | AID 485 | inhibition, % at 4.98 µM;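 active = inhibition above the plate cutoff, the mean inhibition of test wells on that plate plus 3 SD, cut at about 28% in these data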;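 note: cells challenged with S1P at its EC80 of 0.8 µM; blue over green emission ratio from cleaved BLA substrate after 4 h stimulation; 0% = S1P-stimulated wells and 100% = unstimulated DMSO-only wells; some compounds past the cut are filed as inactive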
# PPARg SRC1 recr – agonists of human PPARgamma SRC-1 coactivator recruitment | PPARgamma-SRC-1 coactivator recruitment biochemical assay | activation, % at 8 µM | 200,000 compounds, 0.41% hits; in the data active = activation above about 19%;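 note: 0% = DMSO and 100% = reference agonist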
# TR-FRET SRC-2 ct – TR-FRET artefact, counter-screen to PPARgamma/SRC-2 agonist assay | TR-FRET ratio at 8 µM | active compounds read high | 200,000 compounds, 0.4% hits | AID 1049; in the data active = TR-FRET ratio above about 2000; note: inactives centre near 1500; reference of the scale not given here
# L major viab – reduces viability of Leishmania major promastigotes | resazurin fluorescence viability | 200,000 compounds, 9% hits | inhibition, % at 10 µM | AID 1063; in the data active = inhibition above about 50%;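 note: promastigotes grown with compound for 44 hours at 28 °C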
# Efa HMGR inh – E. faecalis class II HMG-CoA reductase inhibition; purified E. faecalis HMGR, NADPH absorbance 340 nm kinetic; inhibition, % at 10 µM; 190,000 compounds, 0.41% hits; AID 1066;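 active = inhibition above a set limit, the median over all tested compounds plus 3 SD, cut at about 9.5% in these data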;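 note: enzyme runs in reverse so mevalonate oxidation gives rising NADPH absorbance; 0% = complete reaction with DMSO and 100% = background rate lacking mevalonate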
# Redox H2O2 prof – compounds producing H2O2 with reducing agent – biochemical, NIH compound library profiling, artefact control for MLSCN library redox annotation, primary screen; DTT-dependent redox cycling H2O2, phenol red/HRP absorbance; 100% = 100 µM peroxide control, 0% = buffer; activation, % at 10 µM; 200,000 compounds, 0.03% hits; AID 878;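 active = activation of at least 50% relative to the plate's high and low controls in the primary single-dose screen; inactive = activation below 50%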;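 note: compound incubated with DTT at 0.8 mM final as the reducing agent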
# An asterisk follows results filed as active; x = no result given.
SMILES,PPARg SRC-3 ag,RAM inhibit,bIAP inhibitor,ROMK primary,PPARg SRC2 recr,S1P3 antagonist,PPARg SRC1 recr,TR-FRET SRC-2 ct,L major viab,Efa HMGR inh,Redox H2O2 prof
Cc1[nH]n2c(=O)cc(Cc3ccccc3)nc2c1C#N,5.9,0.3,11.4,0.987,1.0,8.2,6.6,1587,-11.5,1.0,13.9
COc1ccc(NC(=S)NCc2cccnc2)cc1OC,1.4,0.4,-4.2,0.926,2.0,-6.4,3.4,1463,-6.0,-8.9,0.6
COc1ccccc1N(Cc1ccccc1)S(=O)(=O)c1cccc(C(=O)O)c1,2.9,1.1,2.8,0.861,7.8,-5.3,3.9,1454,-5.9,-1.3,-0.3
CC(C)(CCl)C(=O)Nc1ccc(Sc2ccc(F)cc2)cc1,-1.4,6.3,22.1,x,-6.1,x,-6.8,1395,27.8,-4.6,-6.0
CC(C)OC(=O)CSc1nnc2n1C(C)(C)Cc1ccccc1-2,0.2,-1.1,4.0,-0.359,6.0,2.3,2.9,1461,0.6,-4.7,1.4
CCOC(=O)N1CCC(N2Cc3cccc(C(=O)NCc4ccccc4OC)c3C2=O)CC1,-3.2,2.1,2.4,x,5.7,-6.1,8.9,1509,6.6,-6.2,-0.7
O=C(NNC(=O)c1ccccc1O)c1ccc(Cl)cc1,-3.0,0.8,-12.6,x,9.9,x,-7.8,1654,-5.1,-2.2,2.1
COC(=O)c1ccc(NC(=O)COc2ccc(S(=O)(=O)N3CCCCC3)cc2)cc1,-8.7,1.7,22.9,x,3.4,x,-1.6,1410,0.8,-0.7,-0.8
CSCCCNC(=S)Nc1ccc(N2CCOCC2)cc1,2.2,0.5,17.0,1.25,-4.6,-11.7,1.6,1477,-0.7,-5.2,0.7
CCCOc1ccc(N2C(=O)CC(N(CCc3ccc(OC)cc3)C(=O)c3cccc(F)c3)C2=O)cc1 (centres undefined),0.2,4.6,-2.8,x,5.7,x,-5.8,1590,20.7,-1.5,1.6
O=C1CN(C(=O)c2ccco2)C(c2ccccc2)c2cc(Cl)ccc2N1 (centres undefined),0.9,2.3,-8.4,x,-16.0,-21.1,-2.3,1311,17.2,3.0,3.3
CC(C)Cn1c(N)c(C=O)c(=O)n(C)c1=O,-2.0,-0.9,-12.7,0.608,-0.8,-40.6,0.6,1503,-4.3,0.3,-0.6
CC(C)/C=N/NC(=O)c1cccc(N2CCCC2=O)c1,1.6,0.6,21.0,x,11.7,2.9,13.3,1547,-3.9,-1.8,0.6
Cn1c(COc2ccccc2)nnc1SCCSc1nnc(COc2ccccc2)n1C,-0.5,-0.2,11.3,x,2.1,x,4.3,1618,-7.1,1.9,-1.5
CN(C)c1ccc(NC(=O)Cn2c(=O)n(Cc3ccccc3)c(=O)c3ccccc32)cc1,4.9,0.5,7.8,x,0.9,x,3.2,1525,-0.8,-10.8,-0.7
Cc1nn(CC(=O)NCC2CCCO2)c(C)c1[N+](=O)[O-] (centres undefined),3.3,1.2,5.2,0.723,10.6,-23.4,3.4,1764,-2.7,-3.0,0.2
Cc1cc(C)nc(/N=C2\NC(=O)CC(C(=O)O)N2c2ccc(F)c(Cl)c2)n1 (centres undefined),-2.5,0.6,-20.2,1.15,-1.2,-1.4,-1.7,1356,-2.7,-2.8,3.0
COc1ccc(CNC(=O)CCn2c(=O)[nH]c3ccccc3c2=O)cc1,1.6,4.0,1.1,0.142,-2.5,-16.2,9.7,1779,-5.0,-3.8,-0.6
O=C(Nc1nccs1)c1ccc(Cl)c(S(=O)(=O)N2CCOCC2)c1,-6.3,-0.6,13.4,0.116,-1.2,-10.7,6.9,1590,7.0,0.9,-0.1
O=C(NCCCN1CCOCC1)c1sc2ccccc2c1Cl,-0.4,0.9,-11.4,-0.0172,1.8,-8.8,6.3,1519,79.7*,0.8,2.0

# Structures listed so far with a halogen (7):
SMILES,PPARg SRC-3 ag,RAM inhibit,bIAP inhibitor,ROMK primary,PPARg SRC2 recr,S1P3 antagonist,PPARg SRC1 recr,TR-FRET SRC-2 ct,L major viab,Efa HMGR inh,Redox H2O2 prof
CC(C)(CCl)C(=O)Nc1ccc(Sc2ccc(F)cc2)cc1,-1.4,6.3,22.1,x,-6.1,x,-6.8,1395,27.8,-4.6,-6.0
O=C(NNC(=O)c1ccccc1O)c1ccc(Cl)cc1,-3.0,0.8,-12.6,x,9.9,x,-7.8,1654,-5.1,-2.2,2.1
CCCOc1ccc(N2C(=O)CC(N(CCc3ccc(OC)cc3)C(=O)c3cccc(F)c3)C2=O)cc1 (centres undefined),0.2,4.6,-2.8,x,5.7,x,-5.8,1590,20.7,-1.5,1.6
O=C1CN(C(=O)c2ccco2)C(c2ccccc2)c2cc(Cl)ccc2N1 (centres undefined),0.9,2.3,-8.4,x,-16.0,-21.1,-2.3,1311,17.2,3.0,3.3
Cc1cc(C)nc(/N=C2\NC(=O)CC(C(=O)O)N2c2ccc(F)c(Cl)c2)n1 (centres undefined),-2.5,0.6,-20.2,1.15,-1.2,-1.4,-1.7,1356,-2.7,-2.8,3.0
O=C(Nc1nccs1)c1ccc(Cl)c(S(=O)(=O)N2CCOCC2)c1,-6.3,-0.6,13.4,0.116,-1.2,-10.7,6.9,1590,7.0,0.9,-0.1
O=C(NCCCN1CCOCC1)c1sc2ccccc2c1Cl,-0.4,0.9,-11.4,-0.0172,1.8,-8.8,6.3,1519,79.7*,0.8,2.0

# (more compounds)
SMILES,PPARg SRC-3 ag,RAM inhibit,bIAP inhibitor,ROMK primary,PPARg SRC2 recr,S1P3 antagonist,PPARg SRC1 recr,TR-FRET SRC-2 ct,L major viab,Efa HMGR inh,Redox H2O2 prof
CC1(C)Cc2c(sc3nc(-c4cc5ccccc5o4)n(N)c(=O)c23)CO1,4.0,3.9,13.8,0.0108,-4.1,7.2,-3.1,1463,13.3,-0.6,2.8
NS(=O)(=O)c1cccc(NS(=O)(=O)c2ccc(/C=C/C(=O)OCC(=O)c3ccc(Br)cc3)cc2)c1,-4.3,7.2,3.8,0.351,-6.3,-8.2,1.8,1517,-3.1,-3.0,-0.9
O=C(O)c1cn(-c2ccccc2)c(=O)c2ccccc12,-2.0,0.5,11.9,x,6.8,x,6.9,1577,-4.9,-2.4,2.4
Cn1c2c(c(=O)n(C)c1=O)C(c1ccc(F)cc1)C(C#N)=C(N)O2 (centres undefined),0.9,1.0,-7.5,x,8.2,6.1,8.3,1425,-4.0,-4.5,-1.2
CCOC(=O)COc1ccc2c3c(c(=O)oc2c1C)CCC3,-8.3,4.0,-1.7,x,4.0,-10.8,2.0,1587,-3.2,-4.6,0.3

# Pulled one by one from the entries so far:
SMILES,PPARg SRC-3 ag,RAM inhibit,bIAP inhibitor,ROMK primary,PPARg SRC2 recr,S1P3 antagonist,PPARg SRC1 recr,TR-FRET SRC-2 ct,L major viab,Efa HMGR inh,Redox H2O2 prof
CC1(C)Cc2c(sc3nc(-c4cc5ccccc5o4)n(N)c(=O)c23)CO1,4.0,3.9,13.8,0.0108,-4.1,7.2,-3.1,1463,13.3,-0.6,2.8
Cn1c2c(c(=O)n(C)c1=O)C(c1ccc(F)cc1)C(C#N)=C(N)O2 (centres undefined),0.9,1.0,-7.5,x,8.2,6.1,8.3,1425,-4.0,-4.5,-1.2

# Source: PubChem (several laboratories)
